Source: PubChem
RGS4 inh – inhibitors of human RGS4. P49798. HEK293 M3R/RGS4 inducible, Fluo-4 calcium flux; stronger effect = higher value; triggered by carbachol at its EC20. B-score at 10 µM. 310,000 tested, 0.45% active;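 active = B-score, a plate-corrected calcium signal, over three deviations above library mean, with baseline fluorescence within five deviations of library mean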;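 also: RGS4 expression induced by doxycycline in cells with stable M3 receptor; B-score is computed from the integrated fluorescence ratio over baseline after carbachol; higher B-score means a larger calcium signal and so more RGS4 inhibition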
Target sequence (P49798 whole entry, looked up): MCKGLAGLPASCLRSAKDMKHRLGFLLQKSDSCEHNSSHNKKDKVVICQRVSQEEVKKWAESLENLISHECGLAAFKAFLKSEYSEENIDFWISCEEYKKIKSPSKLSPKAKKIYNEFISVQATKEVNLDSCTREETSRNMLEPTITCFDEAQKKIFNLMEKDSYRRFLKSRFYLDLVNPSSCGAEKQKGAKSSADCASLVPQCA
MrgX1 allo act – human MrgX1 positive allosteric modulation, primary screen. MrgX1-HEK293, Fluo-4 calcium flux, FDSS; stronger effect = higher value. B-score at 10 µM. 310,000 tested, 0.63% active. AID 588675;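 active = plate-corrected calcium response at least 3 library SD above typical, normal starting fluorescence, not activating the receptor alone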;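 also: compound read alongside a low EC10 to EC30 dose of BAM8-22 agonist; peak minus trough fluorescence over baseline measured at the second addition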
TMEM16A inh – mouse TMEM16A channel inhibition, primary screen; Q8BHY3; normalized B-score (activity score, 25-100; higher = stronger inhibition) at 10 µM; AID 588511; 310,000 tested, 1.2% active; HEK293 TMEM16A/YFP iodide influx fluorescence, ionomycin;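 active = ratio plate-corrected score three or more library SD toward inhibition, starting fluorescence score within five deviations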;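 also: score derived from kinetic fluorescence span divided by baseline fluorescence per well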
KCNQ1 block – human KCNQ1 channel inhibition; P51787; CHO-K1 KCNQ1, FluxOR thallium flux fluorescence; stronger effect = higher value; B-score at 10 µM; 310,000 tested, 1.3% active; AID 2642;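 active = compounds whose thallium flux B-score, printed positive for inhibition, exceeds three library SD while starting fluorescence stays within three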;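 also: channel opened by potassium depolarization with thallium stimulus after 20 min compound exposure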
Target sequence (P51787 whole entry, looked up): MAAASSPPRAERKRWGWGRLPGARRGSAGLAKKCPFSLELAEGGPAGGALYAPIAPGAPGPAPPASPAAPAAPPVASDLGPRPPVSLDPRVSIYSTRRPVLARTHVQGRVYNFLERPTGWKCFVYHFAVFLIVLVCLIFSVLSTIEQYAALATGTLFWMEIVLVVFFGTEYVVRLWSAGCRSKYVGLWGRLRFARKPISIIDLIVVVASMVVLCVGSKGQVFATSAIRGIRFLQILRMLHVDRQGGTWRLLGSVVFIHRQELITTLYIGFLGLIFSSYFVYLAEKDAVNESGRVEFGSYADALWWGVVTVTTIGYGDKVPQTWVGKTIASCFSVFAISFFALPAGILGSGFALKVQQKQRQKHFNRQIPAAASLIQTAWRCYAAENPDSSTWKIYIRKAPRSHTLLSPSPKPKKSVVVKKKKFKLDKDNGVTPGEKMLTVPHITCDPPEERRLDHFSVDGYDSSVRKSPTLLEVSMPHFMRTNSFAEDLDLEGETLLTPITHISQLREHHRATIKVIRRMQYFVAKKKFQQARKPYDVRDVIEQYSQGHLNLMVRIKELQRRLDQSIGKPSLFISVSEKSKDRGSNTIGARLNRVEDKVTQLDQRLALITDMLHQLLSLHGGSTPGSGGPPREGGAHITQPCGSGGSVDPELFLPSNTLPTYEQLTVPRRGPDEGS
TMEM16A act – activators or potentiators of mouse TMEM16A chloride channel; HEK293 TMEM16A/YFP-H148Q/I152L, iodide quench fluorescence; stronger effect = lower value; B-score at 10 µM; 340,000 tested, 0.3% active; AID 623877;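 active = fluorescence-ratio B-score plate-corrected deviation score at least 3 library SD below zero, with starting fluorescence score within 5 deviations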;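 also: channel opened by trigger with iodide after compound preincubation; score built on the fluorescence ratio of max minus min over baseline; more negative score means more quench and so TMEM16A activation or potentiation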
MrgX1 agonist – agonists of human MrgX1 receptor | Q96LB2 | MrgX1-HEK293 cells, Fluo-4 calcium fluorescence, agonist mode; stronger effect = higher value | B-score at 10 µM | 310,000 tested, 0.44% active | AID 588627;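 active = calcium response B-score plate-corrected fluorescence ratio at least 3 library SD, with starting fluorescence B-score inside 5 SD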
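Test system: HEK293 cells stably expressing human MrgX1 receptor; amount: 15,000 cells per well; doses: compound delivered in addition one of three; times: overnight plating before 1 h dye loading; detection: Fluo-4 NW calcium-flux fluorescence, kinetic read; read-out basis: B-scored fluorescence response ratio; controls: positive and negative controls per plate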
RGS4 act – potentiators or activators of RGS4. HEK293 M3R/inducible RGS4, carbachol calcium flux Fluo4; stronger effect = lower value. B-score at 10 µM. 310,000 tested, 0.92% active;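 active = B-score of the integrated calcium signal more than 4 SD below the library mean, with starting fluorescence not abnormally high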;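 also: negative B-score means reduced calcium response which marks RGS4 activation or potentiation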
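Reagent: ECmax carbachol challenge; Test system: M3R-expressing HEK293 line, RGS4 induced by doxycycline; Schedule: overnight RGS4 induction, 30 min dye load 37 °C, 20 min compound RT; Detection: calcium dye Fluo4 fluorescence; Read-out: Agonist-evoked peak-minus-minimum fluorescence over baseline, integrated ratio, B score.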
hERG protect – shields human hERG channel from block by proarrhythmic agents | Q12809 | CHO-hERG, FluxOR thallium flux, dofetilide IC70 present | activation (rescue from dofetilide block), less the hit threshold, % at 10 µM | 310,000 tested, 0.51% active;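 active = activation above the mean of controls blocked by dofetilide plus 5 SD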;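 also: thallium influx through hERG after potassium depolarization seen as dye fluorescence rise; in these data hits start at about 4.7%; inactives centre near -7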
KCNQ1 act – potentiates or activates the human KCNQ1 potassium channel. CHO-K1 KCNQ1, thallium flux FluxOR fluorescence; stronger effect = higher value. 310,000 tested, 0.35% active. AID 2648. B-score at 10 µM;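 active = fluorescence ratio B-score, a plate-corrected score, at least three library SD, with initial intensity B-score within 5 SD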
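Assay system: stable KCNQ1 CHO-K1 line; medium: assay buffer, equal DMSO in all wells; timing: 90 min dye loading and 20 min compound exposure, both at room temperature; technique: kinetic FluxOR thallium fluorescence, 10-s 1-Hz baseline, 110-s post-stimulus read; read-out basis: B score of baseline-normalized fluorescence ratio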
KCNK9 block – inhibitors of human KCNK9 two-pore domain potassium channel | Q9NPC2 | HEK293 KCNK9, FluxOR thallium flux fluorescence; stronger effect = lower value | B-score at 10 µM | 310,000 tested, 1.2% active;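 active = ratio B-score over 3 SD below the library mean, with starting fluorescence within 5 SD of its mean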;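 also: negative B-score means less thallium flux so channel inhibition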
KCNK3 inh – human KCNK3 channel inhibition, primary screen | B-score at 10 µM | AID 602410 | CHO-KCNK3 thallium flux, FluxOR fluorescence; stronger effect = lower value | 340,000 tested, 0.84% active;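 active = B-score under library mean minus 4 SD, starting fluorescence ratio at most library mean plus 5 SD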;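 also: more negative B-score means stronger inhibition of thallium flux through KCNK3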
* = called active by the depositor; i = inactive; / = no result given.

SMILES | RGS4 inh | MrgX1 allo act | TMEM16A inh | KCNQ1 block | TMEM16A act | MrgX1 agonist | RGS4 act | hERG protect | KCNQ1 act | KCNK9 block | KCNK3 inh
CCc1ccc(CN(C)C(=O)CCc2nnc(CCc3ccccc3OC)o2)nc1 | i | i | i | i | i | i | i | -1 | i | i | i
Cc1ccc2c(CN3CCCCC3C)cc(=O)oc2c1 (configuration not stated) | i | i | i | i | i | i | i | -4 | i | i | i
COc1ccc(-c2cc(C3CC3)nc(N)c2C#N)cc1 | i | i | i | i | i | i | i | -4 | i | i | i
Cc1cccc(NC(=O)c2cnc3n(c2=O)CCS3)c1 | i | i | i | i | i | i | i | -8 | i | i | i
COc1cccc(NC(=O)CCC(=O)Nc2cccc(OC)c2)c1 | i | i | i | i | i | i | i | -9 | i | i | i
CCc1ccccc1NC(=O)c1cc(=O)c2ccccc2o1 | i | i | i | i | i | i | i | -10 | i | i | i
COc1cc([N+](=O)[O-])ccc1N1C(=O)C2C3C=CC(C4CC34)C2C1=O (configuration not stated) | i | i | i | i | i | i | i | -9 | i | i | i
COc1cc(C2C3C(=O)N(c4ccc(F)cc4)C(=O)C3ON2c2ccccc2)ccc1O (configuration not stated) | i | i | i | i | i | i | i | -11 | i | i | i
COc1ccc(CNC(=O)CSc2ncn[nH]2)cc1OC | i | i | i | i | i | i | i | -6 | i | i | i
COc1ccc(N2C(=O)CC(Nc3ccc(F)cc3)C2=O)c([N+](=O)[O-])c1 (configuration not stated) | i | i | i | i | i | i | i | -21 | i | i | i
Cc1ccc(-c2nc(=S)c3c(n2CC2CCCO2)CC(C)(C)OC3)cc1 (configuration not stated) | i | i | i | i | i | i | i | -7 | i | i | i
COc1ccc(-c2nc(C#N)c(N3CC(C)OC(C)C3)o2)cc1OC (configuration not stated) | i | i | i | i | i | i | i | -6 | i | i | i
CCn1c(SCC(=O)Nc2ccccc2)nc2nc3c(cc2c1=O)COC(C)(C)C3 | i | i | i | i | / | i | i | -15 | i | i | /
O=C(O)C1CCN(C(=O)c2ccc(Cl)cc2)CC1 | i | i | i | i | i | i | i | -2 | i | i | i
O=c1oc2ccccc2nc1/C=C(O)/C=C\c1ccccc1 | i | 8.6* | i | i | i | i | i | -12 | i | i | i
COc1ccc2c(c1OC)C(=O)OC2CC(=O)c1ccc(O)c(O)c1 (configuration not stated) | i | i | i | i | i | i | i | -7 | i | i | i
Cc1nn(-c2ccccc2)c(N)c1Sc1ccc([N+](=O)[O-])cc1 | i | i | i | i | i | i | i | -16 | i | -13* | i
O=C(NC1(C(F)(F)F)NC(=O)N(Cc2ccccc2)C1=O)c1cccnc1 (configuration not stated) | i | i | i | i | i | i | i | -10 | i | i | i
C=C1CN(Cc2ccccc2)S(=O)(=O)c2ccccc21 | i | i | i | i | i | i | i | -9 | i | i | i
O=Cc1c(F)cccc1N1CCCC1 | i | i | i | i | i | i | i | -10 | i | i | i
COc1ccc(S(=O)(=O)N2CCOC2CNC(=O)C(=O)NCCc2c[nH]c3ccccc23)cc1 (configuration not stated) | i | i | i | i | i | i | i | -10 | i | i | i
COC(=O)C(Cc1ccc(OC(=O)c2ccc(Cl)cc2)cc1)N1Cc2ccccc2C1=O (configuration not stated) | i | i | 100* | i | i | i | i | -19 | i | i | i
Cc1ccc(CCN2CC(C(=O)NCc3ccc4c(c3)OCO4)CC2=O)cc1 (configuration not stated) | i | i | i | i | i | i | i | -12 | i | i | i
CC1CCN(S(=O)(=O)c2cccc(C(=O)Nc3nncs3)c2)CC1 | i | i | i | i | i | i | i | -3 | i | i | i
CCOc1cc(/C=N/NC(=O)CN2CCOCC2)ccc1OCc1ccc(Cl)cc1 | i | i | i | i | i | i | i | -5 | i | i | -11*
C=CCn1c(C)c(C(=O)OCC)c2cc(O)c3ccccc3c21 | i | i | i | i | / | i | i | -6 | i | i | i
CCOC(=O)N1CCN(S(=O)(=O)Cc2ccccc2)CC1 | i | i | i | i | i | i | i | -11 | i | i | i
COc1ccc(-c2nnc(SCC(=O)Nc3nncs3)o2)cc1 | i | i | i | i | i | i | i | -11 | i | i | i
CCCS(=O)(=O)N1CCN(Cc2ccccc2C(F)(F)F)CC1 | i | i | i | i | i | i | i | -2 | i | i | i
CS(=O)(=O)N1CCC(Oc2cccc(C(=O)NCCCOc3cccnc3)c2)CC1 | i | i | i | i | i | i | i | -10 | i | i | i
CCS(=O)(=O)Nc1ccc2[nH]c(=O)[nH]c2c1 | i | i | i | i | i | i | i | -3 | i | i | i
Cc1ccc(NC(=O)CSc2nc(=O)n(CCCN3CCOCC3)c3c2CCCC3)c(C)c1 | i | i | i | i | i | i | i | -7 | i | i | i
Clc1ccc(SCNc2ccccc2Cl)cc1 | i | i | i | i | i | i | i | -9 | i | i | i
CCOc1ccccc1N1CC(C(=O)NNC(=O)c2ccc(F)cc2)CC1=O (configuration not stated) | i | i | i | i | i | i | i | -11 | i | i | i
O=C(Nc1ccc2oc(-c3ccccc3)nc2c1)c1cccs1 | i | i | i | i | i | i | i | -3 | i | i | i
NC(=O)N/N=C/c1cn(-c2ccccc2)nc1-c1cccs1 | i | i | i | i | i | i | i | -20 | i | i | i
O=C(c1ccccc1)c1coc2ccc(O)c(CN3CCOCC3)c12 | i | i | i | i | i | i | i | -6 | i | i | i
COc1ccc(CNC(=O)C2CCN(S(=O)(=O)c3c(C)n[nH]c3C)CC2)cc1 | i | i | i | i | i | i | i | -5 | i | i | i
COCCNC(=O)/C(C#N)=C/c1c(N2CCCCCC2)nc2c(C)cccn2c1=O | i | i | i | i | i | i | i | -6 | i | i | i
O=[N+]([O-])c1ccc(CSc2nnc(Cc3ccccc3)o2)cc1 | i | i | i | i | i | i | i | 0 | i | i | i
O=C(C[n+]1ccn(-c2ccccc2)c1)c1ccc([N+](=O)[O-])cc1 | i | i | i | i | i | i | i | -12 | i | i | i
Cc1ccc(C2CC(c3ccccc3)=NN2c2ccccc2)o1 (configuration not stated) | i | i | i | 8* | i | i | i | -12 | i | -9.1* | i
Cc1ccc(NC(=O)CSc2nnc(CNC(=O)c3ccco3)o2)cc1 | i | i | i | i | i | i | i | -10 | i | i | i
CC1CC(C)CN(S(=O)(=O)c2ccc(NC(=S)NC(=O)c3ccccc3)cc2)C1 (configuration not stated) | i | i | i | i | i | i | i | -7 | i | i | i
COCCn1c(-c2ccc(OC)cc2)c(-c2ccc(OC)cc2)oc1=O | i | i | i | i | i | i | i | -6 | i | i | i
CCC(=O)NC(NC(=S)Nc1ccccc1Br)C(Cl)(Cl)Cl (configuration not stated) | i | i | i | i | i | i | i | -3 | i | i | i
COC(=O)c1[nH]c2ccc(Cl)cc2c1NC(=O)CN1CCC(C(N)=O)CC1 | i | i | i | i | / | i | i | -10 | i | i | /
COc1ccc(C(=O)Nc2nc(-c3cccs3)cs2)cc1 | i | i | 100* | i | i | i | i | -9 | i | i | i
C/C(CC(=O)Nc1ccc(Cl)cn1)=N\NC(=O)Cc1cccs1 | i | i | i | i | i | i | i | -9 | i | i | i
CCCCN(CC(=O)NCc1ccc(Cl)cc1)S(=O)(=O)c1ccc2c(c1)OCCO2 | i | i | i | i | i | i | i | -6 | i | i | i
COc1ccc(CC2(CO)CCN(CC3=CC[C@H]4C[C@@H]3C4(C)C)CC2)cc1 | i | i | i | i | i | i | i | -8 | i | i | i
Cc1cc2oc(=O)sc2cc1NS(=O)(=O)c1cccc2cccnc12 | i | i | i | i | i | i | i | -5 | i | i | i
C/C(=N\Nc1ccc(C(F)(F)F)cn1)c1ccc(S(=O)(=O)NCc2ccco2)cc1 | i | i | i | i | i | i | i | -8 | i | i | i
c1ccc2[nH]c(CCCCc3nc4ccccc4[nH]3)nc2c1 | i | i | i | i | i | i | i | -6 | i | i | i
O=C(N/N=C/C1CCCCC1)c1cc(Cl)ccc1O | i | i | i | i | i | i | i | -9 | i | i | i
CC(C)CC(=O)NC(NCC1CCCO1)C(Cl)(Cl)Cl (configuration not stated) | i | i | i | i | i | i | i | -13 | i | i | i

More results.
SMILES | RGS4 inh | MrgX1 allo act | TMEM16A inh | KCNQ1 block | TMEM16A act | MrgX1 agonist | RGS4 act | hERG protect | KCNQ1 act | KCNK9 block | KCNK3 inh
Cc1cc2c(cc1C)CSC(c1ccccc1OC(=O)C(C)C)SC2 | i | i | i | i | i | i | i | -2 | i | i | i
NC(=O)c1ccc(C2SCC(=O)N2Cc2ccccc2)cc1 (configuration not stated) | / | i | i | / | i | i | / | / | / | / | i
COCCN1C(=O)C(CC(=O)Nc2ccccc2)SC1=Nc1ccc(OC)cc1 (configuration not stated) | i | i | i | i | i | i | i | -6 | i | i | i
CCN(CC)c1ccc(NC(=O)c2ccccc2Br)cc1S(=O)(=O)Nc1ccccc1OC | i | i | i | i | i | i | i | -7 | i | i | i
CCC(C)(C)NC(=O)C(c1cccn1C)N(Cc1ccc(OC)cc1)C(=O)Cn1nnc2ccccc21 (configuration not stated) | i | i | i | i | i | i | i | -9 | i | i | i
CC1CCc2c(sc(NC(=O)CSc3ncnc4c3cnn4-c3ccccc3Cl)c2C#N)C1 (configuration not stated) | i | i | i | i | i | i | i | -10 | i | i | i
Cc1ccc(C)c(N(C(=O)CCC(=O)Nc2cc(C)on2)C(C(=O)NC2CCCC2)c2ccco2)c1 (configuration not stated) | i | i | i | i | i | i | i | -4 | i | i | i
CCC(C(=O)Nc1cccc(C(=O)O)c1)c1ccccc1 (configuration not stated) | i | i | i | i | i | i | i | -6 | i | i | i
O=S(=O)(Nc1ccc2c(c1)nc1n2CCN(Cc2ccccc2)C1)c1ccc(F)cc1 | i | i | i | i | i | i | i | -4 | i | i | i
Cc1ccc2nc(N3C(=O)C(O)=C(C(=O)c4ccco4)C3c3cccc(O)c3)sc2c1 (configuration not stated) | i | i | i | i | i | i | i | -9 | i | i | i
CCSc1nnc(NC(=O)c2csc(C)c2)s1 | i | i | i | i | i | i | i | -8 | i | i | i
